# TrxR1 substrate: substrates of rat thioredoxin reductase 1; purified TrxR1 substrate turnover, NADPH consumption readout; Potency, µM (top dose mostly 114 µM), for inactives: at the highest dose activity change, negative = substrate turnover; 390,000 compounds, 0.01% hits; AID 588456; note: potency is the fitted concentration of half-maximal effect; % is set by controls: 0 for no effect and ±100 for the full control effect; nearly all actives have a fitted effect of over 50% in size
#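 Rat TrxR1, dispensed at 90 nM, was prereduced with 400 uM NADPH (final) for 5 min at ~22 deg C, then incubated with compound 15 min before 400 uM selenite. A first-read NADPH fluorescence drop versus no-compound background flagged substrates.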
# D2 agonist: D2 dopamine receptor (human) agonism | 340,000 compounds, 0.53% hits | P14416 | activation, % at 2 µM | HEK293 T-REx D2 cells, calcium flux agonist mode;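 active = activation over 3 SD above normal in the single-dose calcium agonist read, cut at about 30% in these data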; note: 0% is about no effect
# Target sequence (P14416 whole entry, looked up): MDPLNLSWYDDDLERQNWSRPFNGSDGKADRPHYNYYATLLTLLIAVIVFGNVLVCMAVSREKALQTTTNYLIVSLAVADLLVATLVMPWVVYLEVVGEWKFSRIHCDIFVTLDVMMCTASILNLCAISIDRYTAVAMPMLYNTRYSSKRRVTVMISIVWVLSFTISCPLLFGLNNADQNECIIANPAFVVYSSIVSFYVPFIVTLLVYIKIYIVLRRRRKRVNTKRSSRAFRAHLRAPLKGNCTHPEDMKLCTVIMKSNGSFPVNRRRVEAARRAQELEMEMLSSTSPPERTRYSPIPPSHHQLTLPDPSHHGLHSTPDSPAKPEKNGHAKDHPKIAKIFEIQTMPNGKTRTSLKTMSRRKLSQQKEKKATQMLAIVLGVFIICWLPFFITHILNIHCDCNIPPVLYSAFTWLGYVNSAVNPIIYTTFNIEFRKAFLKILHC
#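 Agonism scored from kinetic calcium signal (1 read/sec, 180 s) following compound pin transfer, after a 10 s baseline. Cells: HEK293 Trex line expressing inducible D2 receptor coupled to calcium, dye-loaded after overnight culture at 30 C.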
# IDH1 R132H inh: blocks human mutant IDH1 R132H enzyme | 390,000 compounds, 0.093% hits | IDH1-R132H enzyme, NADPH consumption, diaphorase/resazurin fluorescence | AID 602179 | O75874 | Potency, µM (series often up to 76.6 µM), for inactives: top-dose activity change, negative = inhibition, hits mostly inhibitors; note: potency is the fitted concentration of half-maximal effect; % is set by controls: 0 for no effect and ±100 for the full control effect; nearly all actives have a fitted effect of over 65% in size
# Target sequence (O75874 whole entry R132H, stated change not applied): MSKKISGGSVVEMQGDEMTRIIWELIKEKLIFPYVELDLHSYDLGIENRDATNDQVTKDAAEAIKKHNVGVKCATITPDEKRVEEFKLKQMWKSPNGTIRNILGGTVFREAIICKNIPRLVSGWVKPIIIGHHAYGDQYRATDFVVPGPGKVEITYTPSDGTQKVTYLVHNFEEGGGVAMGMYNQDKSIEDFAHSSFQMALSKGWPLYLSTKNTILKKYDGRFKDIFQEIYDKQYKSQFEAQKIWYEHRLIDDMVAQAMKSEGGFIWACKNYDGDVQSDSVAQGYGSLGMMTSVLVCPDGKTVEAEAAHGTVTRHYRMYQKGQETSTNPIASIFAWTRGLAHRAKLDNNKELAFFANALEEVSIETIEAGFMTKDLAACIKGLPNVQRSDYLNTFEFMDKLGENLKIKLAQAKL
#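 IDH1-R132H (0.5 ug/mL dispensed) in pH 7.5 Tris buffer was preincubated 30 min with compound, then given a substrate mix of 0.016 mM NADPH and 2 mM alpha-KG for 80 min at room temperature; remaining NADPH was read by diaphorase/resazurin fluorescence.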
# TRHR ag: activates the human TRH receptor | AID 493084 | TRHR cells, calcium flux fluo-8, FDSS agonist mode | 360,000 compounds, 0.18% hits | P34981 | activation, % at 2 µM; in the data active = activation above about 30%; note: 0% is about no effect
#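 TRHR-expressing cells loaded with fluo-8 calcium dye; 23 nL library compound pin-transferred, kinetic FDSS fluorescence (Ex 480/Em 530) recorded about 180 s for agonist-induced calcium release, before a 10 nM TRH EC20 addition for potentiator mode.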
# rTrxR1 inhibitor: inhibitors of rat thioredoxin reductase 1. recombinant rTrxR1, NADPH fluorescence consumption, selenite substrate. Potency, µM (titrated, usually from 114 µM), inactives show top-dose activity change, negative = inhibition, actives largely listed as inhibitors. 390,000 compounds, 1% hits. AID 588453; note: potency is the fitted concentration of half-maximal effect; % is set by controls: 0 for no effect and ±100 for the full control effect; nearly all actives have a fitted effect of over 65% in size
#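 Rat TrxR1 (90 nM in the dispensed reagent) was pre-reduced with 400 uM NADPH for 5 min at room temperature, then incubated with compound for 15 min. After 400 uM selenite was added, NADPH fluorescence (Ex 340/Em 450 nm) was followed for 8 min.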
# D2 antagonist: D2 dopamine receptor (human) antagonism | P14416 | HEK293 TREx D2 cells, calcium flux, dopamine EC80 | inhibition, % at 10 µM | 340,000 compounds, 2% hits | AID 485344; in the data active = inhibition above about 30%; note: 0% is about no effect
#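 Measurement of antagonist activity uses fluorescent calcium dye in inducible HEK293 T-REx D2 cells: 10 s baseline, compound addition with 180 s read, EC80 dopamine addition with a further 180 s read.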
# Pin1 inh: blocks the human prolyl isomerase Pin1; 390,000 compounds, 0.009% hits; AID 504891; Potency, µM (series often up to 115 µM), inactives show top-dose activity, negative = inhibition, most hits filed as inhibitors; Pin1 FP peptide displacement, HiFluor488, 10 min; active = well fitted inhibition curve with a large enough effect in the polarisation, with a control signal flat, not every such curve was filed as active; inconclusive = small, poorly fitted or top-dose-only effect, or effect the other way, or a change in a side signal; inactive = no such curve, though single readings can be large or run the other way; the % refers to the polarisation; note: potency is the fitted concentration of half-maximal effect; % is set by controls: 0 for no effect and ±100 for the full control effect
# Target sequence (Q13526 whole entry, looked up): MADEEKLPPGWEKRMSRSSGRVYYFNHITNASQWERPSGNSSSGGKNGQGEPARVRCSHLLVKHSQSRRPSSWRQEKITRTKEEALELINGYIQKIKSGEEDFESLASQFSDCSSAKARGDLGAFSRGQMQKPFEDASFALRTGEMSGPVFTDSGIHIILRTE
# USP1 inh: USP1/UAF1 (human) deubiquitinase inhibition; recombinant USP1/UAF1, Ub-Rhodamine cleavage fluorescence; Potency, µM (top dose mostly 57.1 µM), inactives show top-dose activity change, negative = inhibition, hits mostly inhibitors; 390,000 compounds, 0.23% hits; note: potency is the fitted concentration of half-maximal effect; % is set by controls: 0 for no effect and ±100 for the full control effect; nearly all actives have a fitted effect of over 60% in size; inactives centre near -12
#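 1 nM enzyme complex + cpd, 15 min RT; start with Ub-Rho 150nM final; kinetic fluorescence ex 480/em 540, 6 reads q60 s. Buffer 50mM HEPES pH 7.8, 0.5mM EDTA, 0.1 mg/ml BSA, 1mM TCEP, 0.01% Tween-20.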
# TRHR enhancer: allosterically enhances the human TRH receptor | P34981 | TRHR cells, fluo-8 calcium fluorescence, EC20 TRH enhancement | enhancement, % at 2 µM | 360,000 compounds, 0.66% hits | AID 493056; in the data active = enhancement above about 30%; note: 0% is about no effect
#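 Enhancer read-out: after compound pinning and an initial kinetic agonist-mode read, an EC20 of TRH (10 nM final) was injected and fluo-8 calcium signal (Ex 480/Em 530) followed at 1 s/cycle for 100 cycles in TRHR-expressing cells.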
# * hit, by the source's call; u = inconclusive; x = not tested or not shown; [ ] = another dose, or the depositor's remark. Unless noted, calls come from the whole dose curve; as a rule, active = well fitted inhibition curve with a large enough effect; inconclusive = small, poorly fitted or top-dose-only effect; inactive = no such curve, though single readings can be large or run the other way.
SMILES,TrxR1 substrate,D2 agonist,IDH1 R132H inh,TRHR ag,rTrxR1 inhibitor,D2 antagonist,Pin1 inh,USP1 inh,TRHR enhancer
CC(C)(C)NC(=O)C[C@H]1C[C@H](C(=O)N2CCCCC2)[C@@]2(CCc3ccccc3)c3[nH]c4cc(-c5ccco5)ccc4c3CCN2C1=O,5.3%,x,-1.8%[38.3 µM],x,0.1%,x,34.0%[activator],-29.4%,x
C=CCNC(=O)/C(C#N)=C/c1c(N2CCCCCC2)nc2ccccn2c1=O,3.1%,1.2,14.1%,-0.5,2.0%,-2.1,6.0%,-19.8%,1.2
CC(C)(C)NC(=O)CSc1nnc(C2CC2)n1-c1ccccc1,-10.9%[57.1 µM],1.5,11.2%,0.0,23.1%[57.1 µM],-6.8,-10.1%,-2.7%,1.1
O=C(CN(CC1CCCO1)C(=O)CNS(=O)(=O)c1ccc(Cl)cc1)NCc1ccccc1 (configuration not stated),6.2%[57.1 µM],-0.2,0.2%,0.0,25.5%[57.1 µM],9.6,-2.7%,-5.7%,2.0
Cc1ccc(S(=O)(=O)c2[nH]c(-c3ccccc3)nc2SCCC(=O)O)cc1,-0.3%,1.4,-8.1%,-0.2,8.0%,x,2.3%,-13.6%,5.4
CNC(=O)CCCN1C(=O)CCn2nc(-c3cn(C)c4ccccc34)cc21,2.5%[57.1 µM],x,1.8%,-0.6,1.4%[57.1 µM],x,0.2%,-24.3%,-0.3
CNc1nc(SCc2ccccc2)nc(N2CCOCC2)n1,15.1%[57.1 µM],x,4.4%,-0.3,27.0%[57.1 µM],x,3.0%,-12.7%,-5.9
Cc1ccc(-n2nc(-c3ccc(N)cc3)cc2N)cc1,11.7%[57.1 µM],1.3,9.9%,-0.4,22.1%[57.1 µM],-2.4,3.3%,u,-0.1
CC(Oc1ccc(Cl)cc1Cl)C(=O)NN=C1CCN(C)CC1 (configuration not stated),13.7%,0.6,-1.2%,-0.5,21.8%,5.4,0.0%,-19.3%,-8.9
O=[N+]([O-])c1cc2c(cc1CN1CCN(CCOCCO)CC1)OCO2,-3.6%,1.0,4.8%,0.7,u,10.1,u,-5.6%,6.7
CN(Cc1cnccn1)C(=O)C1CCC(=O)N(CCc2ccccc2)C1 (configuration not stated),3.0%,0.4,7.7%,0.8,13.1%,-11.2,-3.5%,-23.1%,8.2
Cc1[nH]c(C(=O)N/N=C/c2ccc(N(C)C)cc2)c(C)c1C(=O)N/N=C/c1ccc(N(C)C)cc1,5.7%[11.4 µM],0.7,-11.3%,-0.3,13.6%[11.4 µM],-16.8,u,-22.6%,1.4
CC(C)CC(NC(=O)c1cccc(Cl)c1)C(=O)O (configuration not stated),-2.4%,0.6,-5.8%,0.8,2.0%,4.2,1.5%,-17.1%,8.1
CCN(C(=O)COC(=O)c1nc2nc(C)cc(C)n2n1)C1CCCCC1,-4.9%,0.2,2.0%,0.3,2.3%,0.7,-3.0%,-4.0%,-6.1
CCC1C/C(=C/c2ccco2)C(=O)/C(=C/c2ccco2)C1 (configuration not stated),x,11.6,x,9.8,x,-8.8,x,x,4.3
Cn1c(-c2ccccc2)c(C(=O)CC#N)c2ccccc21,-9.2%,-1.5,-1.3%,0.4,-16.3%,0.5,9.6%,-10.3%,-1.3
CCC(C)(C)NC(=O)C(c1ccc(C)cc1)N(Cc1cccs1)C(=O)c1ccc2c(c1)OCCO2 (configuration not stated),-2.3%,0.9,0.1%,1.4,15.7%,-8.7,-0.4%,-10.0%,-9.3
COc1cc(/C=C(\C#N)C(=O)NCC2CCCO2)ccc1OCC(=O)O (configuration not stated),9.4%[57.1 µM],0.2,10.0%,-0.3,17.4%[57.1 µM],-2.3,-9.0%,-22.5%,-0.4
CCN1C[C@@H]2[C@@H]3C(=O)N(Cc4ccccc4)C(=O)[C@@H]3[C@](Cc3ccccc3)(C(=O)OC)N2C1=NC,-1.1%,x,-2.4%[38.3 µM],x,8.3%,x,-4.8%,-18.3%,x
COc1ccccc1CNC(=O)CCCn1c(=O)c2ccccc2n(Cc2ccc(C)cc2)c1=O,-0.9%,0.6,-10.9%,-0.7,7.0%,x,-7.9%,-11.2%,-2.9
Cc1cccc(N2CCN(C(=O)CSc3ccsc3[N+](=O)[O-])CC2C)c1 (configuration not stated),3.1%[57.1 µM],-1.4,-0.6%,-0.3,-22.9%[57.1 µM],2.9,-18.1%,-6.8%,-9.6
Cc1nc(N)ncc1-c1ccc2c(c1)OCO2,8.2%[57.1 µM],-0.4,-2.6%,0.1,15.6%,-18.8,-0.6%,-19.4%,3.4
Cc1ccc(NC(=O)CCC(=O)n2nc(C)cc2C)c(C)c1,13.9%,0.1,7.1%,-0.3,18.2%,-3.1,-11.1%,-28.9%,-3.3
CCc1ccc(N2CC34C=CC(O3)C(C(=O)OC)C4C2=O)cc1 (configuration not stated),8.6%[57.1 µM],2.1,-4.1%,-0.4,10.9%[57.1 µM],-9.1,-8.7%,-17.5%,-0.4
Cc1ccc(-c2nn(CC(=O)Nc3ccc4c(c3)nc3n4CCOC3)c(=O)c3ccccc23)cc1,10.7%,0.5,2.4%,-0.8,15.1%,-1.9,74.7%[activator],-18.3%,1.7
Nc1nc(N)c2c(n1)CCCC2,-6.8%,x,-1.6%,1.4,3.3%,x,-2.3%,-12.8%,10.8
CC1(C)CC(NCc2ccccc2)CCO1 (configuration not stated),8.0%[57.1 µM],1.1,17.5%,0.6,-1.0%[57.1 µM],-12.7,0.9%,-6.7%,-3.3
CC(=O)Oc1ccc(C(=O)N2c3ccccc3NC(=O)C2C)cc1 (configuration not stated),-3.9%,0.8,-15.3%,-0.1,-5.6%,-2.7,-9.9%,1.8%,-4.3
Cc1cccc(NC(=O)c2cc(CN3CCOCC3)on2)c1C,-2.0%[57.1 µM],-0.2,-8.1%,0.2,6.7%[57.1 µM],x,-1.2%,-11.2%,4.3
CN(C)/C=N/c1nc2nccc(-c3ccccc3)n2n1,150.2%[activator][57.1 µM],x,-7.1%,-0.3,1.6%[57.1 µM],x,5.8%,-3.4%,-6.4
O=C(CCNC(=O)c1ccc(Br)cc1)NCCCN1CCCC1=O,14.6%,0.5,9.9%,1.9,26.7%,26.6,-1.9%,-26.8%,6.9
S=C(NCCc1ccccc1)Nc1c(Cl)cccc1Cl,-1.2%,3.2,-5.3%,-0.1,0.3%,5.8,-13.0%,-17.8%,-11.9
Cc1ccc2nc(-c3cc(-c4ccccc4)no3)cn2c1,13.7%[57.1 µM],0.7,1.5%,-0.2,15.2%[11.4 µM],4.5,3.5%,-7.9%,-1.1
CCOC(=O)c1cnn(-c2ccccc2)c1-n1cccc1C(=O)C(=O)Nc1ccc(F)cc1,-16.5%,-0.3,-1.7%,2.3,17.4%[57.1 µM],-0.2,5.3%,-20.1%,0.6
COc1cccc(CNC(=O)CSc2c3c(nc4cc(Cl)ccc24)CCCC3)c1,1.2%,-1.0,17.5%,-1.1,7.8%,x,26.0%,-6.0%,2.7
CC(=O)N1[C@H](Cc2ccccc2)C=C[C@]1(C)C(=O)NCc1ccc(C)o1,10.9%,0.4,5.3%,-0.7,u,13.4,-2.1%,-6.8%,2.7
O=[N+]([O-])c1cccc(-c2nnc(C34CC5CC(CC(C5)C3)C4)o2)c1,-21.7%[57.1 µM],-0.1,4.8%,-0.3,10.1%[57.1 µM],-7.0,-4.3%,-17.4%,3.7
O=C(Cc1ccccc1)c1c[nH]c(C(=O)NC2CCCC2)c1,-3.0%,-2.0,2.5%,-0.7,9.4%,-14.6,-10.0%,-11.4%,1.7
Cc1cccc(CSc2ncnc3nc[nH]c23)c1,3.3%,0.5,14.2%,-0.3,14.5%,-12.3,-0.3%,-3.0%,-0.8
COc1ccc(OC)c(S(=O)(=O)NCc2cn3ccsc3n2)c1,-7.1%,26.1,-7.1%,0.0,-7.5%[57.1 µM],-1.6,-2.0%,7.3%,2.0
O=C(c1c[nH]c2ccccc12)C(O)C(c1ccccc1)N1CCOCC1 (configuration not stated),4.7%[57.1 µM],-0.4,1.5%,0.6,29.3%[57.1 µM],4.9,-1.7%,-13.2%,4.5
COCc1cc(C)nc(NC2CC(C)(C)NC(C)(C)C2)c1C#N,32.9%[activator][11.4 µM],6.8,2.4%,0.5,-2.3%[11.4 µM],7.1,-2.9%,-33.8%,-3.5
CN1CCc2c1nc1ccccc1c2NC(=O)CN1CCCC1,44.6%[activator],1.2,-12.6%,0.3,11.1%,4.1,-7.3%,-2.9%,-0.2
Cn1c(=O)c2c(ncn2Cc2ccc(Cl)c(Cl)c2)n(C)c1=O,0.2%,-0.2,4.1%,0.5,9.8%,5.3,-0.5%,-19.2%,-6.1
Cc1ccc(S(=O)(=O)NCCC(=O)NNC(=O)COc2ccccc2Cl)cc1C,5.4%,-0.9,0.6%,-0.9,22.7%,7.2,2.7%,-21.1%,-3.2
Cc1ccc(CNC(=O)/C=C/c2ccc(S(=O)(=O)N3CCOCC3)cc2)cc1,-5.9%,-0.9,9.3%,-0.2,-10.2%,-0.6,7.7%,u,0.1
COc1ccc(SCC(=O)Nc2ccccc2Cl)cc1,-12.0%[57.1 µM],-0.2,-6.8%,-1.3,-13.7%[57.1 µM],-9.4,-1.0%,-20.9%,19.5
O=C(N/N=C/c1cccc2cccnc12)[C@H]1C[C@@H]1c1ccccc1,5.3%,-1.5,5.6%,-0.2,-11.2%[57.1 µM],3.1,-4.5%,-14.5%,8.4
Cc1ccc(NC(=O)CSc2nnc(C)c(=O)n2N)cc1,6.8%[57.1 µM],5.7,0.2%,-0.3,22.5%[57.1 µM],-17.8,0.1%,-13.2%,1.7

# Screening data: PubChem, National Center for Advancing Translational Sciences (NCATS)

# This is a subset; rates above refer to the full screens.
